# Bioassay records: PubChem BioAssay, several laboratories
# S1P4 ag: activates the human S1P4 receptor; activation, % at 4.98 µM; 220,000 tested, 0.35% active; AID 1509; O95977; S1P4-expressing cell line, agonist reporter assay; in the data active = activation above about 11%;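 also: 0% = DMSO vehicle and 100% = reference agonist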
# BaF3 parental: counter-screen for JAK2V617F inhibitors: parental Ba/F3 viability inhibitors. CellTiter-Glo ATP luminescence. inhibition, % at 5.6 µM. 220,000 tested, 1.1% active. AID 1486;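 active = inhibition above a per-campaign cutoff, the mean inhibition of all tested compounds plus 3 SD, cut at about 27% in these data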;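 also: 0% = DMSO wells and 100% = JAK Inhibitor I control wells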
# NPY1 pot ag: human NPY-Y1 potentiation or agonism, primary screen; NPY-Y1 expressing cells, potentiator/agonist activation; 220,000 tested, 0.37% active; activation, % at 3.6 µM; P25929; in the data active = activation above about 33%, passing the limit was not always enough;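 also: cells stimulated with NPY at EC10 then isoproterenol at EC100; 0% = low agonist plus stimulus and 100% = saturating agonist plus stimulus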
# S1P4 antag: blocks the human S1P4 receptor; S1P4-expressing cells, antagonist mode, reporter read-out; inhibition, % at 4.98 µM; O95977; 220,000 tested, 0.26% active; in the data active = inhibition above about 29%;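 also: 0% = wells stimulated with agonist and 100% = vehicle wells without agonist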
# NPY-Y1 antag: blocks the human neuropeptide Y Y1 receptor. 200,000 tested, 1% active. inhibition, % at 3.6 µM. HEK293-CNG Y1 cells, membrane potential fluorescence; NPY at EC95, then isoproterenol;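 active = inhibition above the campaign mean inhibition of all tested compounds plus 3 SD, cut at about 20% in these data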;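 also: 0% = DMSO wells given NPY plus isoproterenol and 100% = isoproterenol alone without NPY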
#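 Assay system: HEK293 Y1/CNG channel cell line; Doses: single compound dose of 3.6 µM, 0.4% DMSO; Timing: dye 3 h, compound 60 min room temperature, stimulation 45 min; Technique: Membrane-potential fluorescent dye readout; Measure: % inhibition of NPY effect.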
# Ba/F3 V617F tox: loss of viability in JAK2V617F-driven Ba/F3 cells; Ba/F3 EpoR-JAK2V617F viability, ATP luminescence; inhibition, % at 5.6 µM; 220,000 tested, 1.1% active; AID 1446;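 active = inhibition above the campaign mean plus 3 SD over all tested compounds, cut at about 24% in these data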;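 also: cytokine-independent growth of Ba/F3 cells driven by EpoR plus mutant JAK2; 0% = DMSO-treated cells and 100% = JAK inhibitor I control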
# Runt-CBFb FRET: inhibitors of human RUNX1 Runt domain binding to CBFb; 220,000 tested, 0.46% active; Q01196+Q13951; Cerulean-Runt/Venus-CBFb FRET ratio 530/480, 1 h; inhibition, % at 20 µM; AID 1496;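 active = inhibition over about 50% at 20 µM in the single-dose screen, limit read from the data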;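 also: 0% = DMSO wells and 100% = excess unlabeled CBFb competitor control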
# Target sequence (Q01196 whole entry, looked up, the tested form may be a part): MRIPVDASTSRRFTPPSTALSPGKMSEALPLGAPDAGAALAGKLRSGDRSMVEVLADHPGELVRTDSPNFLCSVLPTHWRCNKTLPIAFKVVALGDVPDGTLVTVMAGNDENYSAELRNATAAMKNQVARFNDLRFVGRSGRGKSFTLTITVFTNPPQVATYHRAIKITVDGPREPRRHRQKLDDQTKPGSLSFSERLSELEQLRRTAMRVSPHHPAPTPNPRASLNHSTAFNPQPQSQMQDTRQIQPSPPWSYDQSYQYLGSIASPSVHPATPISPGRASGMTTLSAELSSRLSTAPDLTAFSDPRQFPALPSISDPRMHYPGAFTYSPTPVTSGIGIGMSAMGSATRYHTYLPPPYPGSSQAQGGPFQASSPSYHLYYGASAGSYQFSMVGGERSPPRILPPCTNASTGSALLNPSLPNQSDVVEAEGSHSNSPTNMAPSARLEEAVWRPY
# Target sequence (Q13951 whole entry, looked up, the tested form may be a part): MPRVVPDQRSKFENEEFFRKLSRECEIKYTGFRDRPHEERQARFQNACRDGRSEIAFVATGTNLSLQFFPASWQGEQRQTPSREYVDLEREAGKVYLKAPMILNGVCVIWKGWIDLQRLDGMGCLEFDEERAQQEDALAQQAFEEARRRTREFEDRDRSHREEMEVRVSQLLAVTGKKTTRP
#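 Doses: 20 µM compound in 1% DMSO | Material: Cerulean-labeled Runt domain protein | Amount: Each fluorescent fusion protein 100 nM | Schedule: Two 1 h room-temperature incubations shielded from light | Measured by: FRET fluorescence | Evaluation: Loss of energy transfer signal | Controls: Unlabeled CBFb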
# RBBP9 inh: human RBBP9 hydrolase inhibition. O75884. AID 1515. inhibition, % at 7.94 µM. 220,000 tested, 0.2% active. recombinant RBBP9, FP-Rh probe fluorescence polarization;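 active = inhibition above the campaign mean of all tested compounds plus 3 SD, cut at about 14% in these data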;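 also: plate controls were DMSO wells with RBBP9 for no effect and wells lacking RBBP9 protein for full effect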
#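 Measured by – fluorescence polarization · Test system – RBBP9 protein · Input – 2.5 µM RBBP9 dispensing solution, before mixing · Measure – percent inhibition from mP, scaled between DMSO and no-protein wells · Benchmarks – DMSO-treated enzyme wells and wells lacking RBBP9 · Times – preincubation 30 min plus labeling 45 min at 25 °C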
# NPY2 pot ag: potentiates or activates human NPY-Y2 receptor; cells expressing NPY-Y2, potentiator/agonist read-out; 220,000 tested, 0.45% active; AID 1359; activation, % at 3.6 µM; P49146; in the data active = activation above about 27%;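 also: cells stimulated with NPY near EC25 plus isoproterenol at EC100; 0% = vehicle plus submaximal agonist and 100% = vehicle plus saturating agonist; some results beyond the cut were filed as inactive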
# Target sequence (P49146 whole entry, looked up): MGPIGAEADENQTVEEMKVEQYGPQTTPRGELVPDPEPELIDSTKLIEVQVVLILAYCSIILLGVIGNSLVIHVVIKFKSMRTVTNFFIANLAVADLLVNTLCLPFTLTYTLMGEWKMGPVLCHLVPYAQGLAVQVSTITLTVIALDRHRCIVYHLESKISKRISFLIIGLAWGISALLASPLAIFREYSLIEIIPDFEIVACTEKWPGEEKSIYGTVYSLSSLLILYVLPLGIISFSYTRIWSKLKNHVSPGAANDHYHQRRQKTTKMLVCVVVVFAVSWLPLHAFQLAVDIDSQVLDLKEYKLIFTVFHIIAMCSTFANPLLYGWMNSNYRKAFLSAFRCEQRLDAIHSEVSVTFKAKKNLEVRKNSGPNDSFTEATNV
# The depositor's hits bear a star; · = no result given. An unsorted share of the library; any-hit rate near 3.6%.
# The opening 4 entries, to show the layout:
SMILES,S1P4 ag,BaF3 parental,NPY1 pot ag,S1P4 antag,NPY-Y1 antag,Ba/F3 V617F tox,Runt-CBFb FRET,RBBP9 inh,NPY2 pot ag
Fc1ccc(C(CNC(=S)NC2CCCCC2)N2CCOCC2)cc1 (configuration not stated),1.3,3,-10,7,1,1,-2,0,6
CC(C)C(=O)Nc1ccc(C(=O)NNC(=S)NC(=O)c2cccs2)cc1,-1.4,6,-6,-7,6,-1,10,-7,-4
COc1ccc(NC(=O)C(C)N(c2ccc(C)cc2)S(C)(=O)=O)cc1 (configuration not stated),-1.9,3,-20,4,12,2,1,-4,0
CCOC(=O)c1cnn(-c2ccc(C)cc2)c1N,-1.1,4,21,5,0,-1,-2,1,10

# This part in full, from the start:
SMILES,S1P4 ag,BaF3 parental,NPY1 pot ag,S1P4 antag,NPY-Y1 antag,Ba/F3 V617F tox,Runt-CBFb FRET,RBBP9 inh,NPY2 pot ag
Fc1ccc(C(CNC(=S)NC2CCCCC2)N2CCOCC2)cc1 (configuration not stated),1.3,3,-10,7,1,1,-2,0,6
CC(C)C(=O)Nc1ccc(C(=O)NNC(=S)NC(=O)c2cccs2)cc1,-1.4,6,-6,-7,6,-1,10,-7,-4
COc1ccc(NC(=O)C(C)N(c2ccc(C)cc2)S(C)(=O)=O)cc1 (configuration not stated),-1.9,3,-20,4,12,2,1,-4,0
CCOC(=O)c1cnn(-c2ccc(C)cc2)c1N,-1.1,4,21,5,0,-1,-2,1,10
Cc1ccnc(NC(=O)c2ccc(Cl)cc2Cl)n1,0.2,12,0,-5,5,1,3,4,3
Cc1ccc(N=Nc2c(C)[nH]n(-c3ccccc3)c2=O)c(C)c1,1.8,6,-9,-28,-1,-1,·,-2,0
Brc1cccc(-c2nnc3n2CCCCC3)c1,-0.4,96*,3,5,-5,-2,4,-6,9
CCOC(=O)c1ccc(NC(=O)CN2C(=O)C(C)SC(C)C2=O)cc1 (configuration not stated),0.3,2,14,-3,0,-2,-5,-8,-3
CC[N+](CC)(CC)CCCCOc1ccc2c(c1)C(=O)c1cc(OCCCC[N+](CC)(CC)CC)ccc1-2,0.7,5,4,-5,·,3,-2,-8,-3
C=CCNc1nc(N2CCCC2)nc2ccccc12,-2.3,8,-33,-1,11,2,1,-5,4
CC1CCN(S(=O)(=O)c2cc(Cl)ccc2Br)CC1,0.7,1,-42,-26,0,1,0,-7,-9
N#CC1=C(N)SC(N)=C(C#N)C1Cc1ccccc1,-0.5,1,-14,21,-1,6,22,4,-7
CC1=C(C)CC(C(=O)NCC(=O)c2ccccc2)C(C(=O)O)C1 (configuration not stated),-0.1,2,7,-15,-3,-4,0,-3,3
Cc1ccc2cc(CCNC(=O)C(C)C)c(=O)[nH]c2c1C,-1.0,2,-2,-12,-1,-1,0,-3,4
Cn1c(CN2CCCC2)nc2cc(NS(=O)(=O)c3ccc(Cl)cc3)ccc21,-0.7,6,18,-17,-1,0,-2,4,-9
Clc1ccccc1Cn1c(/C=C/c2ccco2)nc2ccccc21,1.6,0,-24,-19,9,-2,-6,-5,-21
Cc1ccc(-c2n[nH]c(=S)n2Cc2ccccc2)cc1,0.4,1,7,-1,-5,-4,5,3,11
Cc1ccc(N(C(=O)c2csnn2)C(C(=O)NC(C)(C)C)c2ccncc2)cc1 (configuration not stated),-0.3,2,-16,-26,0,-4,0,5,1
Cc1c(Cl)cccc1NC(=S)NC(=O)CCN1C(=O)c2ccccc2C1=O,-0.4,2,-11,-10,0,-1,0,1,-6
COc1ccc(C2=NOC(C(=O)Nc3c(C)n(C)n(-c4ccccc4)c3=O)C2)cc1 (configuration not stated),-1.0,8,-1,-7,0,2,2,-7,0
CN1CCN(CCNC(=O)c2cn(Cc3ccccc3F)nn2)CC1,-1.0,4,12,1,-5,4,0,-4,-9
S=C1NCCNC(=S)NCCOCCN1,0.2,7,-9,-20,-2,4,0,-7,1
COCC(=O)Nc1cc(C(=O)Nc2ccccc2)ccc1Cl,-1.6,14,5,-3,6,3,2,2,-17
Cc1ccccc1-n1c(C)cc(/C=C2/C(=N)N3C(c4ccccc4)=CSC3=NC2=O)c1C,-2.1,11,-13,-6,-2,7,-80,-10,-4
Nn1cnnc1SCC(=O)Nc1ccc(C2CCCCC2)cc1,-0.8,-2,20,-11,3,-5,1,0,8
Cc1ccc(CSc2nnc(-c3ccc(S(=O)(=O)N4CCCC4)cc3)o2)cc1,-3.8,9,-27,-1,5,2,0,1,-8
Cc1ccc(NC(=O)c2ccc(Br)o2)cc1S(=O)(=O)N(C)C,-1.0,4,-12,-5,2,3,-1,-8,0
COc1ccccc1NC(=O)Nc1nnc(C(C)C)s1,4.2,-3,-2,-5,-1,-5,2,0,3
Cc1ccc(N(C(=O)Nc2ccccc2)C2=NCCC2)cc1,-0.8,-3,-14,4,·,-1,2,1,-16
Cc1ccnc(NC(=O)C2(c3cccs3)CCOCC2)c1,2.2,-1,-3,-21,-3,-5,0,0,7
CCOC(=O)N1CCN(C(=O)CNC2CCCCCCC2)CC1,0.7,10,-17,19,-2,2,0,-1,-1
Cc1ccc(CN2CCSc3ccc(C(=O)NCc4cccnc4)cc32)cc1,1.2,7,-14,-5,10,0,-5,-6,-4
CCOC(=O)C1(C)NC(c2ccco2)C2C(=O)N(c3ccccc3)C(=O)C21 (configuration not stated),-0.1,1,-5,-8,-1,-5,4,-6,3
Cc1ccc(SCc2c(C#N)c3ccccc3n2C)cc1,0.0,6,-46,-5,10,0,-2,-6,-28
COc1ccc(/C=N/OCC(=O)NC(c2ccccc2)c2ccccc2)cc1OC,1.4,-3,-53,-21,9,-5,-3,-11,7
Cc1ccc(CC2C(=O)N(c3nc(C)cc(C)n3)C(=O)C2C)cc1 (configuration not stated),3.3,2,0,-31,1,4,1,-2,3
COc1ccc2nc3c(cc2c1)c(NC(=O)c1cccs1)nn3CC(C)C,3.8,9,22,-23,-5,4,62*,-14,23
CCn1ncc(Br)c1C(=O)Nc1ccccc1C(=O)OC,-2.5,3,-27,-14,0,-3,·,-7,-17
CCOC(=O)c1[nH]c(C)c(CN(CCc2ccc(OC)c(OC)c2)C(=O)CCCC(=O)O)c1C,0.0,3,5,22,3,-1,-3,-7,10
Cc1nnc(SCC(=O)N(C)c2c(N)n(Cc3ccccc3)c(=O)[nH]c2=O)n1Cc1ccccc1,0.9,10,-12,7,0,4,1,-2,-10
CSCCC(NC(=O)c1ccc(Cl)cc1)C(=O)NC(C)(C)C (configuration not stated),2.3,5,18,-7,-2,-2,1,-5,-4
CCOC(=O)c1cnc(SC)nc1Sc1ccccc1Cl,-3.5,5,-45,-6,5,-1,0,-7,-15
O=C(c1ccc(C23CC4CC(CC(C4)C2)C3)o1)N1CCOCC1,-2.5,7,11,5,-3,-2,-1,-5,-3
CC(C)Cn1cc(C(=O)NCCCN2CCCC2=O)c2c3ccccc3n(C)c2c1=O,0.5,2,-13,-8,2,4,4,-11,2
Cc1ccc2c(c1)c(CC(=O)Nc1ccc(F)cc1)c(C(=O)O)n2C,-4.0,5,3,-14,-1,-1,1,-7,-22
CCCN1C(=O)C2(/C(=C(\O)c3ccc4c(c3)OCCO4)C(=O)C(=O)N2CCCOC)c2ccccc21 (configuration not stated),0.6,5,-10,-14,0,2,0,-2,-3
Cc1ccc2oc(=O)n(CCCOc3ccccc3)c2c1,-0.4,8,1,34*,6,2,-3,-1,-18
C=CCNC(=O)/C=C/c1cccs1,1.9,4,-12,2,4,5,1,-17,-1
CCN(CC)S(=O)(=O)c1cccc(NC(=O)COc2ccc(C#N)cc2OC)c1,-0.6,2,-37,-21,17,-2,-3,-4,-14
CC(C)(C)n1cn[nH]c1=S,-0.8,-2,8,6,·,2,2,-7,-11
O=C(NCCNCCO)c1c(O)c2cccc3c2n(c1=O)CCC3,-0.4,3,-46,-1,19,-1,2,-10,-16
COc1ccc(C2=CC(=O)C=CC2=O)cc1,0.9,-9,7,19,·,0,68*,51*,-16
CC(C)(C)C(=O)Nc1ccc(S(=O)(=O)c2ccc(NC(=O)C(C)(C)C)cc2)cc1,0.5,6,7,7,-1,6,0,-2,-4
COc1ccccc1NC(=O)c1ccc(NC(=O)COC(=O)CCC2CCCC2)cc1,1.9,0,-4,-11,3,-4,-2,-16,5
Cc1cc(N2CCCCCC2)nc2ccc(F)cc12,-0.4,7,-6,-8,5,3,·,-5,3
COc1ccc(N2CCN(C(CNC(=O)c3ccc4c(c3)OCO4)c3ccco3)CC2)cc1 (configuration not stated),1.9,2,6,-3,3,-2,-1,-7,3
CCn1c(C)nc2cc(C(=O)NNS(=O)(=O)c3ccc(C)c(C)c3)ccc21,1.5,3,-4,-8,0,-5,0,1,-7
COc1cc2nc(C)sc2cc1SC,0.1,3,1,-4,1,-2,-2,-8,-16
O=P(O)(CCc1ccccn1)CN1CCCCC1,0.2,8,12,4,0,5,-1,4,-15
CCN1CCCC1CNCc1ccccc1OCc1ccc(F)cc1 (configuration not stated),0.0,6,-16,5,10,1,2,-4,-35

# The list continues:
SMILES,S1P4 ag,BaF3 parental,NPY1 pot ag,S1P4 antag,NPY-Y1 antag,Ba/F3 V617F tox,Runt-CBFb FRET,RBBP9 inh,NPY2 pot ag
Cc1ccccc1-c1nc(CS(=O)CC(=O)NCCN2CCOCC2)c(C)o1 (configuration not stated),-1.4,2,-5,-5,5,1,1,-8,-14
CC12CCC(C(=O)Nc3ccc4c(c3)OCCO4)(OC1=O)C2(C)C (configuration not stated),0.3,4,18,-7,-1,-1,3,1,13
CCC(c1nnc(SCC(=O)Nc2ccc(S(N)(=O)=O)cc2)n1Cc1ccccc1)N(C)C (configuration not stated),0.4,4,-5,-17,2,-1,-1,-9,9
CC1(C)CC(=O)C(N=Nc2c(F)cccc2F)=C(O)C1,-0.5,-1,19,9,·,-1,-2,-4,19
CC(C(=O)N1CCCc2c1c(=O)oc1ccc(O)cc21)N1CCc2ccccc2C1 (configuration not stated),1.6,5,-15,-1,-2,-2,0,-2,9
COc1ccc(S(=O)(=O)Nc2ccccc2OC)cc1C,-0.1,5,-16,-33,3,3,-2,1,-10
Cc1onc(-c2ccccc2)c1C(=O)NC(=S)NNC(=O)c1ccncc1,-0.6,4,-11,-21,1,0,6,-3,-3
CCc1c(C)sc(NC(=O)Cn2nc(C(F)(F)F)c3c2CCCC3)c1C#N,-2.5,-1,-3,-10,2,0,22,-7,-21
FC(F)(F)c1ccccc1/C=N/N1CCN(Cc2ccccc2)CC1,0.2,6,-32,-29,15,-3,1,-4,-14
CCN(CC)S(=O)(=O)c1ccc(C(=O)Oc2ccc3c(c2)OCO3)cc1,1.4,-1,-11,0,1,-1,-1,-8,-13
